Bioassay records as filed in PubChem.
T cruzi growth – blocks T. cruzi growth in NIH3T3 culture. T. cruzi beta-gal in NIH3T3, GalScreen luminescence, 90 h. inhibition, % at 8.34 µM. 77,000 tested, 5.9% active. AID 624255;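 active = mean inhibition above about 93%, with at least 55% of replicates each passing it, limit read from the data, passing the limit was not always enough; inconclusive = only one of those two conditions holds; inactive = neither condition holds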
C diff HTS – blocks growth of Clostridium difficile; Clostridium difficile clinical isolate growth, OD600, 24 h; active compounds read low; AID 1259249; 86,000 tested, 0.25% active; growth activity, negative = inhibition, % at 16 µg/mL (by protocol);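 active = mean growth activity at or below -80% and every replicate also at or below -80%; inconclusive = mean at or below -80% but some replicate above -80%; inactive = mean growth activity above -80%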;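 also: 0% = DMSO wells and -100% = levofloxacin 16 µg/mL wells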
GASC1 inh – blocks human GASC-1 (KDM4C) demethylase activity; GST-KDM4C 2-372, H3K9me3 peptide, LANCE TR-FRET; inhibition, % at 12.5 µM; 96,000 tested, 0.15% active;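 active = mean replicate inhibition above about 25%, with at least 55% of replicates also reaching it, limit read from the data, passing the limit was not always enough; inconclusive = only one of those two conditions met; inactive = neither condition met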
Target sequence (Q9H3R0 2-372 limits assumed): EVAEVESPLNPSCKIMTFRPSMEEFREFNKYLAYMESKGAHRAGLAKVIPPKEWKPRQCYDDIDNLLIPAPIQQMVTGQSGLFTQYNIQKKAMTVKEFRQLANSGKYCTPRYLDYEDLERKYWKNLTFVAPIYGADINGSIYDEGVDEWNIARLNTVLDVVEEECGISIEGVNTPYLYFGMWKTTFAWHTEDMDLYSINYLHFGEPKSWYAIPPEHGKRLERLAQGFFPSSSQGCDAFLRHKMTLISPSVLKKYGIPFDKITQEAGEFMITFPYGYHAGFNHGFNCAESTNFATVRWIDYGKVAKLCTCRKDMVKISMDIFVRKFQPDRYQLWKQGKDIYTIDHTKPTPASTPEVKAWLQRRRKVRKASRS
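material = GST-tagged GASC-1 (JMJD2C) catalytic fragment, aa 2-372 | amount = enzyme final amount 10 nM | medium = HEPES buffer, pH 7.5, plus ascorbate | also added = H3K9me3 peptide substrate, Fe(II), 2-oxoglutarate | dosing = single dose | times = 30 min demethylation and 1 h detection at room temperature | detection = LANCE TR-FRET | read-out basis = Fall in 671/618 emission ratio as inhibition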
Pf Dd2 inh – blocks growth of Plasmodium falciparum Dd2 parasites; AID 1159554; P. falciparum Dd2 growth, SYBR Green, 72 h; active compounds read low; activity change, % at 10 µM; 94,000 tested, 2.3% active; in the data active = activity change below about -80%; inconclusive = no clear call, values can overlap the other calls
* = called active by the depositor; ? = inconclusive; . = no result given; & = joins results of further samples.

cpd	molecule	C diff HTS	GASC1 inh	T cruzi growth	Pf Dd2 inh
1	COc1ccc(NC(=O)N(C)C[C@@H]2OCCCC[C@H](C)Oc3ccc(NS(=O)(=O)c4cn(C)cn4)cc3C(=O)N([C@H](C)CO)C[C@@H]2C)cc1	-2.4	-1.0	-6.5	20.5
2	CCCN1[C@@H]2c3ccc(-c4ccccc4)c(=O)n3C[C@H]1[C@H](CO)[C@H]2C(=O)NCCCN1CCOCC1	-4.9	-0.3	62.8	7.2
3	C[C@@H]1CN([C@@H](C)CO)C(=O)c2cccc(NS(=O)(=O)c3cn(C)cn3)c2O[C@H]1CN(C)C(=O)Nc1ccc(C(F)(F)F)cc1	2.4	1.1	-93.9	32.7
4	CC(C)NC(=O)N(C)C[C@@H]1Oc2ccc(NC(=O)Cc3ccccc3)cc2C(=O)N([C@H](C)CO)C[C@@H]1C	0.8	1.0	.	-1.2
5	C[C@H]1CN([C@@H](C)CO)C(=O)CCCn2nncc2CO[C@H]1CN(C)S(=O)(=O)c1ccccc1F	-2.2	-0.5	-21.0&-8.9	-0.3&-19.5
6	C[C@@H]1CN([C@H](C)CO)C(=O)c2cc(N(C)C)ccc2O[C@@H](C)CCCCO[C@H]1CN(C)Cc1ccc2c(c1)OCO2	1.5	1.2	55.7	-35.0
7	Cc1ccc(S(=O)(=O)Nc2ccc3c(c2)CC(=O)N([C@H](C)CO)C[C@@H](C)[C@@H](CN(C)C(=O)Nc2ccc(C(F)(F)F)cc2)O3)cc1	-9.9	3.3	15.1	-19.5
8	Cc1ccc(-c2ccc3c(c2)O[C@@H](CN(C)Cc2ccncc2)[C@@H](C)CN([C@@H](C)CO)S3(=O)=O)cc1	0.5	-0.9	120.2*	-66.2
9	C[C@@H]1CN([C@@H](C)CO)S(=O)(=O)c2ccc(C3=CCCCC3)cc2O[C@H]1CN(C)C(=O)Cc1cccnc1	-9.6	-0.1	59.9	-30.8
10	C[C@H]1CN([C@@H](C)CO)S(=O)(=O)c2ccc(-c3cncnc3)cc2O[C@@H]1CN(C)C(=O)C1CCC1	1.1	3.9	64.2	13.8
11	O=C(C[C@H]1C=C[C@H](NC(=O)Nc2ccc(C(F)(F)F)cc2)[C@@H](CO)O1)NCc1cccc(F)c1	.	0.3	-46.5	-14.9
12	CN1c2ccc(C#Cc3cccnc3)cc2[C@H]2[C@H](CCN2S(=O)(=O)c2ccc(F)cc2)[C@H]1CO	-4.4	0.4	97.5*	?
13	O=C(C[C@H]1C[C@H]2c3cc(NC(=O)CC4CC4)ccc3O[C@H]2[C@H](CO)O1)NCc1ccccc1	.	-1.4	41.7	2.8
14	COc1ccc(NC(=O)Nc2ccc3c(c2)OC[C@H](C)NC[C@@H](C)[C@@H](OC)CN(C)C3=O)cc1	-4.4	0.9	44.6	.
15	C[C@@H]1CN([C@@H](C)CO)C(=O)c2cc(C#Cc3ccccc3)cnc2O[C@@H]1CN(C)S(=O)(=O)c1ccccc1F	3.7	.	52.1	-53.2
16	N#C[C@H]1[C@H](c2ccccc2-c2ccccc2F)[C@H](CO)N1C(=O)C1CCOCC1	-3.8	2.6	.	-73.1
17	O=C(C[C@@H]1CC[C@H]2[C@@H](COC[C@H](O)CN2C(=O)C2CCCC2)O1)NCc1ccncc1	.	0.1	44.3	-4.5
18	C[C@@H]1CN([C@H](C)CO)S(=O)(=O)c2ccc(C#CCN(C)C)cc2O[C@@H]1CN(C)Cc1ccccc1	-2.3	6.6	58.7	-32.1
19	Cc1ccc(S(=O)(=O)Nc2ccc3c(c2)C(=O)N([C@@H](C)CO)C[C@@H](C)[C@H](CN(C)CC2CCCCC2)OCCCC[C@@H](C)O3)cc1	6.1	-0.5	8.5	-40.7
20	C[C@@H]1CCCCO[C@H](CN(C)Cc2ccc(Cl)c(Cl)c2)[C@@H](C)CN([C@@H](C)CO)C(=O)c2cc(NC(=O)Nc3ccc4c(c3)OCO4)ccc2O1	9.8	-5.2	64.8	-90.6*
21	CCCC#Cc1ccc([C@@H]2[C@H](CO)N3CCCCN(S(C)(=O)=O)C[C@@H]23)cc1	-8.1	-0.3	72.8	-20.0
22	CNC[C@H]1OCCCC[C@H](C)Oc2ccc(NC(=O)Nc3ccc(OC)cc3)cc2C(=O)N([C@H](C)CO)C[C@@H]1C	-3.2	1.5	37.3	31.4
23	C[C@@H]1CCCCO[C@H](CN(C)C(=O)Nc2ccc(C(F)(F)F)cc2)[C@@H](C)CN([C@H](C)CO)C(=O)c2cc(NS(=O)(=O)c3ccc(F)cc3)ccc2O1	-12.2	-0.1	100.0*	-31.6
24	C[C@H]1CCCCO[C@@H](CN(C)C(=O)Nc2ccc(F)cc2)[C@@H](C)CN([C@@H](C)CO)C(=O)c2cc(NS(=O)(=O)c3cn(C)cn3)ccc2O1	8.3	-2.5	17.4	-45.9
25	CC(C)NC(=O)N(C)C[C@@H]1OCCCC[C@@H](C)Oc2ccc(NS(=O)(=O)c3cccs3)cc2C(=O)N([C@H](C)CO)C[C@@H]1C	6.8	1.2	-44.1	.
26	CC(C)NC(=O)Nc1ccc2c(c1)CC(=O)N([C@H](C)CO)C[C@H](C)[C@@H](CN(C)C)O2	2.5	0.6	4.1	1.1
27	CO[C@H](CN(C)S(=O)(=O)c1ccc(Cl)cc1)[C@H](C)CN(C(=O)Nc1ccccc1F)[C@H](C)CO	.	1.8	-95.3	-24.8
28	Cc1cc(C(=O)Nc2cccc3c2O[C@@H](CN(C)S(C)(=O)=O)[C@H](C)CN([C@H](C)CO)C3=O)n(C)n1	4.2	-1.1	16.6	-2.0
29	Cc1noc(C)c1NC(=O)Nc1ccc2c(c1)CC(=O)N([C@@H](C)CO)C[C@H](C)[C@H](CN(C)C(=O)Nc1ccc(F)cc1)O2	15.7	0.0	34.1	52.2
30	C[C@@H]1CN([C@@H](C)CO)C(=O)c2cc(NC(=O)Nc3ccc4c(c3)OCO4)ccc2O[C@@H](C)CCCCO[C@H]1CN(C)C(=O)c1ccccc1	-5.0	0.1	59.0	-19.3
31	CO[C@@H]1CN(C)C(=O)c2ccc(NS(=O)(=O)c3ccccc3)cc2OC[C@@H](C)N(C(=O)NC(C)C)C[C@@H]1C	3.0	-0.6	-66.8	18.8
32	Cc1noc(C)c1NC(=O)Nc1ccc2c(c1)C(=O)N([C@@H](C)CO)C[C@@H](C)[C@H](CN(C)C)OCCCC[C@H](C)O2	-1.8	0.7	-9.4	-52.7
33	O=C(NCCc1ccncc1)[C@@H]1N[C@@H]2c3ccc(/C=C/c4ccccc4)c(=O)n3C[C@@H]2[C@H]1CO	25.3	0.7	23.5	.
34	COc1ccccc1NC(=O)N(C)C[C@H]1Oc2ncc(C#CC(C)C)cc2C(=O)N([C@@H](C)CO)C[C@@H]1C	-5.6	-0.1	5.5	-63.0
35	COc1ccc2c3c([nH]c2c1)[C@H](CO)N(S(C)(=O)=O)CC31CCN(C(=O)Nc2ccccc2)CC1	0.1	.	.	-82.8*
36	CCCc1cn(CC[C@H]2CC[C@@H](NC(=O)Nc3ccc4c(c3)OCO4)[C@H](CO)O2)nn1	-3.1	3.6	-26.1	-25.0
37	Cc1ccc(-c2ccc3c(c2)O[C@@H](CN(C)C(=O)CC2CC2)[C@H](C)CN([C@@H](C)CO)S3(=O)=O)cc1	6.1	0.0	.	-49.6
38	C[C@H](CO)N1C[C@H](C)[C@H](CN(C)Cc2ccc(F)cc2)Oc2cc(C#CCN(C)C)ccc2S1(=O)=O	-1.2	41.9*	28.1	-71.6
39	Cc1noc(C)c1S(=O)(=O)Nc1ccc2c(c1)C(=O)N([C@@H](C)CO)C[C@@H](C)[C@H](CN(C)C(=O)CCC(F)(F)F)OCCCC[C@@H](C)O2	2.0	-0.5	1.9	-10.3
40	CC(=O)N(C)C[C@H]1Oc2ncc(C#Cc3ccc(F)cc3)cc2C(=O)N([C@@H](C)CO)C[C@@H]1C	.	-0.5	.	54.9
41	CO[C@@H]1CN(C)C(=O)c2cc(NC(=O)NC(C)C)ccc2OC[C@@H](C)N(C(=O)CC2CC2)C[C@@H]1C	.	0.1	-14.0	11.5
42	CNC(=O)C[C@H]1CC[C@H]2[C@@H](COc3ccc(NC(=O)C4CC4)cc3C(=O)N2C)O1	-1.2	0.3	-31.2	12.0
43	CCCNC(=O)C[C@H]1C[C@H]2c3cc(NS(=O)(=O)c4ccc(F)cc4)ccc3O[C@H]2[C@H](CO)O1	0.4	-3.1	-33.7	-1.2
44	COc1ccc(S(=O)(=O)Nc2ccc3c(c2)C(=O)N([C@H](C)CO)C[C@H](C)[C@H](CN(C)S(=O)(=O)c2c(C)noc2C)O3)cc1	-2.0	-1.7	-154.1	-11.0
45	C[C@@H]1CN([C@H](C)CO)C(=O)c2cc(-c3cncnc3)cnc2O[C@@H]1CN(C)C(=O)Cc1ccccn1	1.8	1.2	-24.4	.
46	Cc1ccc(S(=O)(=O)N(C)C[C@@H]2Oc3ccc(NC(=O)c4ccncc4)cc3C(=O)N([C@H](C)CO)C[C@@H]2C)cc1	-1.8	4.7	32.6	1.5
47	O=C(C[C@H]1C=C[C@@H](NC(=O)Cc2ccccn2)[C@H](CO)O1)NCCc1ccccc1	-3.0	-2.0	.	.
48	CC(C)(C)[S@](=O)N1Cc2cc(C(=O)NCCc3ccncc3)nc(-c3cccc(-c4cccc(C#N)c4)c3)c2[C@@H]1CCO	.	-4.3	87.1	-60.9
49	C[C@H](CO)N1C[C@H](C)[C@H](CN(C)S(=O)(=O)c2cn(C)cn2)Oc2ccc(NC(=O)c3ccncc3)cc2C1=O	-11.4	0.0	-24.4	28.9
50	O=C(C[C@@H]1CC[C@@H]2[C@H](COC[C@H](O)CN2S(=O)(=O)c2ccccc2)O1)N[C@@H]1CCN(Cc2ccccc2)C1	2.7	1.5	11.1	0.0
51	O=C(NCC[C@H]1CC[C@H](NC(=O)C2CCOCC2)[C@@H](CO)O1)c1cc(Cl)cc(Cl)c1	.	1.5	-27.5	24.9
52	Cc1ccccc1S(=O)(=O)NCC[C@H]1CC[C@H](NC(=O)Nc2cccc(Cl)c2)[C@H](CO)O1	.	.	59.9	6.3
53	N#C[C@@H]1[C@@H](c2ccccc2-c2ccccc2F)[C@@H](CO)N1C(=O)Cc1ccccc1	-1.9	0.7	.	-6.0
54	CC(C)NC(=O)Nc1ccc2c(c1)C(=O)N([C@H](C)CO)C[C@H](C)[C@@H](CN(C)C(=O)NC1CCCCC1)OCCCC[C@@H](C)O2	7.6	-0.9	14.7	-3.4
55	CN(C)C(=O)C[C@H]1C[C@@H]2c3cc(NC(=O)NC4CCCCC4)ccc3O[C@@H]2[C@@H](CO)O1	.	0.1	-3.4	1.1
56	COc1ccc2c3c([nH]c2c1)[C@@H](CO)N(C(=O)NC(C)C)CC31CCN(C(=O)c2cnccn2)CC1	-7.3	-1.0	.	-15.6
57	CC(C)NC(=O)N(C)C[C@H]1Oc2ncc(-c3ccc(C(=O)N(C)C)cc3)cc2C(=O)N([C@H](C)CO)C[C@H]1C	-2.5	0.8	38.3	14.9
58	CCCNC(=O)C[C@@H]1CC[C@H]2[C@@H](COc3ccc(NC(=O)c4cccc(OC)c4)cc3C(=O)N2C)O1	-0.7	5.7	-113.3	-16.8
59	C[C@@H]1CN([C@@H](C)CO)C(=O)Cc2cc(NS(C)(=O)=O)ccc2O[C@H]1CN(C)Cc1ccc(-c2ccccc2)cc1	26.9	-1.5	88.0	-1.4
60	CC(C)NC(=O)N(C)C[C@@H]1Oc2cc(Br)ccc2S(=O)(=O)N([C@H](C)CO)C[C@@H]1C	21.2	-0.9	-32.3	5.3
61	O=C(c1ccncc1)N1C[C@H]2[C@@H](c3ccccc31)[C@H](CO)N2C(=O)Nc1ccc(F)cc1	3.3	1.2	17.1	-5.7
62	C/C=C/c1cnc2c(c1)C(=O)N([C@@H](C)CO)C[C@@H](C)[C@H](CN(C)C(=O)Nc1ccccc1F)O2	-1.9	0.6	69.8	23.5

Part of the list above, reduced to Pf Dd2 inh, C diff HTS and T cruzi growth:
cpd	mol	Pf Dd2 inh	C diff HTS	T cruzi growth
52	Cc1ccccc1S(=O)(=O)NCC[C@H]1CC[C@H](NC(=O)Nc2cccc(Cl)c2)[C@H](CO)O1	6.3	.	59.9
53	N#C[C@@H]1[C@@H](c2ccccc2-c2ccccc2F)[C@@H](CO)N1C(=O)Cc1ccccc1	-6.0	-1.9	.
54	CC(C)NC(=O)Nc1ccc2c(c1)C(=O)N([C@H](C)CO)C[C@H](C)[C@@H](CN(C)C(=O)NC1CCCCC1)OCCCC[C@@H](C)O2	-3.4	7.6	14.7
